# Screening data as filed in PubChem BioAssay.
# JMJD2E inh – inhibitors of human JMJD2E histone demethylase; B2RXH2; JMJD2E catalytic domain, FDH-coupled NADH fluorescence (FDH is formaldehyde dehydrogenase); Potency, µM (titrated, usually from 57.1 µM), for the others: top-dose activity change, negative = inhibition, usual class: inhibitors; 1.6% of 230,000 active; AID 2147; active = well fitted inhibition curve with a large enough effect, not every such curve was filed as active; inconclusive = small, poorly fitted or top-dose-only effect, or another doubt; inactive = no such curve, though single readings can be large or run the other way;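 note: 0% = wells with enzyme and -100% = buffer wells without enzyme; nearly all actives have a fitted effect of over 50% in size; many of its hits are not listed in these tables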
# Target sequence (B2RXH2 1-337 limits assumed): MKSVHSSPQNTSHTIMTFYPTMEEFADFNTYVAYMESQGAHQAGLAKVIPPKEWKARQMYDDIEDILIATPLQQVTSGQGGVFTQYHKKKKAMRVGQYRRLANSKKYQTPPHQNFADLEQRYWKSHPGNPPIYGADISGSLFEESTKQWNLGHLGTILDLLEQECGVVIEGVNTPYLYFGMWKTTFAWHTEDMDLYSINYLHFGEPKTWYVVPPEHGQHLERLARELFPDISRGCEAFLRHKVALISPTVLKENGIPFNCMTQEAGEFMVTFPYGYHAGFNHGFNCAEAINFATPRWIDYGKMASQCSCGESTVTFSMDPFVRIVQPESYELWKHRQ
# SMN2 splice enh – SMN2 splice variant enhancement; 2.8% of 210,000 active; AID 1458; HEK293 SMN2-luciferase splicing reporter, luminescence, 30-36 h; Potency, µM (highest dose often 46.1 µM), for inactives: at the highest dose activity change, positive = activation, actives largely listed as activators; note: % of control where 0% means no effect; nearly all actives have a fitted effect of over 55% in size
#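 HEK293 cells carry an SMN2 minigene-luciferase reporter in which exon 7 inclusion puts luciferase in frame. Cells were seeded at 2000 cells/well, attached for 10-12 hours, then exposed to compounds for 30-36 hours at 37C before ONE-Glo luminescence.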
# Luc counter – blocks Kinase-Glo luciferase, a counter-screen artifact | 0.28% of 200,000 active | AID 1379 | Potency, µM (doses to about 38.3 µM), for inactives: at the top dose activity change, negative = inhibition, hits mostly inhibitors | Kinase-Glo luciferase, ATP luminescence, 8 min; note: % is set by controls: 0 for no effect and ±100 for the full control effect; nearly all actives have a fitted effect of over 60% in size
#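 Recombinant Kinase-Glo luciferase, 10 uM ATP (linear range), luciferin; imidazole pH 7.2 / KCl / MgCl2 / Tween / BSA buffer; 8 min RT; luminescence.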
# RGS12 GoLoco inh – inhibitors of human Gai1-RGS12 GoLoco interaction (red fluorophore); P63096; Gai1:RGS12 GoLoco peptide FP, rhodamine, 10 min; Potency, µM (top dose mostly 61.6 µM), inactives show top-dose activity, negative = inhibition, hits mostly inhibitors; 0.44% of 230,000 active; AID 880; active = well fitted inhibition curve with a large enough effect, not every such curve was filed as active; inactive = no such curve, though single readings can be large or run the other way; note: % is set by controls: 0 for no effect and ±100 for the full control effect; nearly all actives have a fitted effect of over 30% in size; many of its hits are not listed in these tables
# Target sequence (P63096 whole entry, looked up): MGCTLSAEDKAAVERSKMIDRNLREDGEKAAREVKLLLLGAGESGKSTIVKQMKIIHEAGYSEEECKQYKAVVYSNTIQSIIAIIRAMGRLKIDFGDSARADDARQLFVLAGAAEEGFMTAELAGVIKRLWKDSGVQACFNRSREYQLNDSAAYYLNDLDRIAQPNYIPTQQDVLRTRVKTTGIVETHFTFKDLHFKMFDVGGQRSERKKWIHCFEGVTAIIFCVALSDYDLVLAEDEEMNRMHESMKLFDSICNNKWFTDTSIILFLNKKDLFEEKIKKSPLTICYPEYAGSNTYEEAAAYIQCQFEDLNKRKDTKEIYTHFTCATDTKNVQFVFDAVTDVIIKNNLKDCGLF
# RECQ1 helicase – inhibitors of human RECQ1 DNA helicase | P46063 | Potency, µM (doses to about 57.3 µM), for the others: at the top dose activity, negative = inhibition, most hits filed as inhibitors | RECQ1 DNA unwinding, red fluorescence kinetic read | 0.54% of 240,000 active;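 note: plate controls were vehicle for no effect and no enzyme for full effect; nearly all actives have a fitted effect of over 30% in size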
#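 50 nM RECQ1T1 preincubated 15 min with compound in Tris pH 8.0 buffer with MgCl2, DTT, Tween-20 and 2.5 ug/ml poly(dI-dC); started with 200 nM TAMRA/BHQ-2 forked duplex and 2 mM ATP. Unwinding read as fluorescence (525/598 nm), two reads 2 h apart.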
# Epigenetic derep – derepresses silenced GFP reporter in murine cells. Potency, µM (top dose mostly 53.9 µM), for the others: at the highest dose GFP activation, hits mostly activators. murine LDR cells, GFP reporter derepression, 30 h. 0.2% of 280,000 active; note: % of control where 0% means no effect; nearly all actives have a fitted effect of over 60% in size
#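 Murine LDR cells carrying a silenced, genomically integrated CMV-driven GFP reporter were exposed to compound for 30 hours at 37 C. After PBS washes, GFP-positive cells (20–120 um objects) were counted by laser-scanning microplate cytometry.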
# IMPase Li inh – membrane-permeable IMPase blocker, potentiated with lithium; 0.35% of 210,000 active; Potency, µM (top dose mostly 59.4 µM), for the others: at the highest dose activity, negative = IMPase inhibition, most hits filed as inhibitors; CHO-M1 cells, IP1 TR-FRET (IP-One), carbachol + lithium;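 note: IP1 builds up when IMPase is blocked and the TR-FRET signal falls; plate controls were basal vehicle for no effect and high inhibitor control for full effect; nearly all actives have a fitted effect of over 50% in size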
#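 IP1 accumulation measured by competitive TR-FRET in lysed CHO-M1 cells after 30 min compound exposure at 37C, with a small lithium addition to potentiate weak responses. Hill-equation AC50 from ratio and donor-channel data.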
# NPSR antagonist – blocks cAMP signaling of the human neuropeptide S receptor; 1% of 220,000 active; Q6W5P4; AID 1461; CHO-NPSR cells, cAMP TR-FRET, antagonist mode; Potency, µM (titrated, usually from 38.3 µM), without a hit: top-dose activity change, negative = inhibition, most hits filed as inhibitors; note: % is set by controls: 0 for no effect and ±100 for the full control effect; nearly all actives have a fitted effect of over 50% in size; many of its hits are not listed in these tables
# * hit, by the source's call; i = inactive; ? = inconclusive; · = no result given; [ ] = dose if it differs, or a comment. Unless noted, calls come from the whole dose curve; as a rule, active = well fitted curve in the direction sought with a large enough effect; inconclusive = small, poorly fitted or top-dose-only effect, or another doubt; inactive = no such curve, though single readings can be large; an effect the other way counts as inactive or inconclusive. Potency is the fitted concentration of half-maximal effect. Some of the compounds tested; the hit share may differ from the screen's.
1) O=C(N/N=C/c1sc2ccccc2c1O)c1ccccc1
2) CC(=O)c1ccccc1N(C(=O)Cn1nnc2ccccc21)C(C(=O)NCC1CCCO1)c1ccc(N2CCOCC2)cc1 (stereo not given)
3) O=C(Oc1ccccc1C(=O)N1CCOCC1)c1ccccc1
4) CCOC(=O)c1c(C)[nH]c(C(=O)COC(=O)c2ccncc2)c1C
5) CCN=C1SC(CC(=O)Nc2ccc3c(c2)OCO3)C(=O)N1CC (stereo not given)
6) Nn1c(Nc2ccccc2)nc2ccccc21
7) Cc1cccc2nc(COc3ccc(Cl)c4cccnc34)cn12
8) CN(C)C(=O)Nc1ccc(Cl)c(Cl)c1
entry no.	1	2	3	4	5	6	7	8
JMJD2E inh	22µM*	7%	-7%	-16%	-5%	2%	-12%	0%
SMN2 splice enh	-107%[inhibitor]	·	17%	18%	-10%	?	?	-2%
Luc counter	-3%	-2%	0%	0%	-1%	-22%	-3%	-2%
RGS12 GoLoco inh	125%[activator]	9%	10%	10%	4%	2%	5%	6%
RECQ1 helicase	-17%	-10%	-18%	0%	i	4%	-4%	i
Epigenetic derep	-0.1%	-6.0%	0.0%	-1.0%	-10%	1.0%	-1.4%	-0.1%
IMPase Li inh	24%	-2%	6%	6%[38.3 µM]	-4%	2%[38.3 µM]	17%	12%
NPSR antagonist	-48%	-3%	9%[46.1 µM]	2%[46.1 µM]	9%	-7%[46.1 µM]	-24%	·

9) COc1ccc(N(C)C(=O)CCS(=O)(=O)c2cccc3nonc23)cc1
10) Clc1ccccc1/C=N/NC1=Nc2cccc3cccc1c23
11) CN1CCCNc2nc3ccccc3nc21
12) CC1CCN(C(=O)C2CCC(CNS(=O)(=O)c3cccc4cccnc34)CC2)CC1 (stereo not given)
13) CC(C)(C)c1ccc(C(=O)Nc2ccc(S(N)(=O)=O)cc2)cc1
14) Cc1ncc([N+](=O)[O-])n1CCOC(=O)c1ccc(Br)cc1
15) O=C(Nc1nncs1)Oc1ccccc1
16) O=c1[nH]ncn1-c1ccccc1
entry no.	9	10	11	12	13	14	15	16
JMJD2E inh	1%	15%	-3%	7%	0%	-3%	-6%	9%
SMN2 splice enh	-11%	5.6µM*	·	-7%	·	-10%	8%	·
Luc counter	9%	0%	·	1%	·	-7%	0%	3%
RGS12 GoLoco inh	12%	29%	0%	8%	0%	8%	-7%	-3%
RECQ1 helicase	i	2%	-9%	-7%	i	i	-2%	-13%
Epigenetic derep	-1.6%	?	0.0%	0.0%	0.0%	6.4%	0.8%	-5.4%
IMPase Li inh	-6%[38.3 µM]	-1%	·	-13%[38.3 µM]	·	2%	8%[38.3 µM]	-1%
NPSR antagonist	-22%[46.1 µM]	-39%	17%	-21%[46.1 µM]	?	-10%	2%[46.1 µM]	-10%

17) CN1c2ccc(Cl)cc2C(=O)NC1C1CC=CCC1 (stereo not given)
18) C(#CCN1CCOCC1)COC(c1ccccc1)c1ccccc1
19) CC(NC(=O)N(Cc1ccccc1)Cc1ccc2c(c1)OCO2)(C(F)(F)F)C(F)(F)F
20) Cc1c(C(N)=O)cc([N+](=O)[O-])cc1[N+](=O)[O-]
21) CCc1ccc(C(=O)/C=C/NCc2ccc(F)cc2)cc1
22) c1ccc2[nH]c(SCC3CCCCO3)nc2c1 (stereo not given)
23) COc1ccc(/C=N/n2cc(-c3ccccc3)nc2N)cc1
24) Cc1cc2sc(C(=O)O)c(C)c2s1
entry no.	17	18	19	20	21	22	23	24
JMJD2E inh	?	11%	5%	1%	-16%	0%	-5%	6%
SMN2 splice enh	·	-10%	-44%[inhibitor]	-20%	27%	188%	27%	-17%
Luc counter	·	0%	-1%	-9%	2%	?	-2%	1%
RGS12 GoLoco inh	3%	6%	2%	15%	12%	-6%	-4%	7%
RECQ1 helicase	-5%	-4%	-4%	-7%	-8%	2%	i	-4%
Epigenetic derep	1.1%	2.4%	-4.1%	2.7%	1.0%	4.9%	-3.3%	2.4%
IMPase Li inh	·	7%	17%[38.3 µM]	-7%	0%	4%	16%	?
NPSR antagonist	7%	3%[46.1 µM]	-9%[46.1 µM]	·	-10%	4%	-14%[46.1 µM]	?

25) NC(Cc1cc(I)c(Oc2ccc(O)c(I)c2)c(I)c1)C(=O)O (stereo not given)
26) CC1Cc2nc(SCC(=O)NCc3ccco3)n(-c3ccccc3)c(=O)c2S1 (stereo not given)
27) CC(C(=O)NCC1CCCO1)N(C(=O)c1snc(C(N)=O)c1N)c1cccc(F)c1 (stereo not given)
28) O=C(NCC(c1ccc(F)cc1)N1CCOCC1)c1ccccc1F (stereo not given)
29) CCCCNc1ccc(C(CC(N)=O)NC(=O)Cc2cccc3ccccc23)cc1[N+](=O)[O-] (stereo not given)
30) CCOc1ccc(NS(=O)(=O)c2ccc(C)c(C(=O)NCCCn3ccnc3)c2)cc1
31) CCn1nc(C)c(CN2CCc3c([nH]c4ccccc34)C2c2ccc(F)c(OC)c2)c1C (stereo not given)
32) O=C(COc1ccc(Cl)cc1)Nc1cc(S(=O)(=O)N2CCCCC2)ccc1N1CCCCC1
entry no.	25	26	27	28	29	30	31	32
JMJD2E inh	16%	-2%	?	16%	-1%	3%	?	23%
SMN2 splice enh	-9%	4%	3%	·	·	20%	·	-23%
Luc counter	-4%	5%	-2%	·	·	6%	-1%	-5%
RGS12 GoLoco inh	5%	7%	-8%	0%	-2%	4%	8%	12%
RECQ1 helicase	i	-1%	-4%	-10%	-10%	-5%	-2%	-19%
Epigenetic derep	0.8%	1.0%	-1.2%	1.3%	0.0%	-1.3%	7.6%	0.0%
IMPase Li inh	18%	12%	2%[38.3 µM]	·	·	-3%	16%	7%
NPSR antagonist	·	-6%	-9%[46.1 µM]	-21%	8%	-5%	58%	-24%

33) CC(=O)Oc1cc2c3c(c1)/C(=C1/SC(=S)NC1=O)C(=O)N3C(C)(C)C=C2C
34) O=C(N/C(=C/c1cccs1)C(=O)N1CCOCC1)c1ccco1
35) c1c2c(cc3sc(N4CCCCC4)nc13)OCO2
36) COc1ccccc1NC(=O)COc1ccc(C(=O)OCC(=O)N2CCCC2=O)cc1OC
37) O=C1c2ccccc2C(Nc2ccc(F)c(Cl)c2)N1c1ccccn1 (stereo not given)
38) Cc1csc(SCC(=O)Nc2sccc2C#N)n1
39) Cc1cccc(CS(=O)(=O)Cc2ccc(C(=O)NCc3cccs3)o2)c1
40) O=C(CN1CCN(Cc2ccccc2)CC1)c1c[nH]c2ccccc12
entry no.	33	34	35	36	37	38	39	40
JMJD2E inh	-12%	-7%	-4%	-1%	-1%	-9%	0%	-9%
SMN2 splice enh	·	14%	3.2µM*	10%	2%	13µM*	-9%	12%
Luc counter	·	-1%	13µM*	4%	14%	-2%	-2%	-10%
RGS12 GoLoco inh	12%	12%	-31%	6%	2%	22%	-9%	-29%
RECQ1 helicase	-5%	0%	i	2%	-2%	-13%	i	-1%
Epigenetic derep	-1.0%	-1.8%	3.1%	-5.8%	-1.0%	5.3%	0.0%	-0.2%
IMPase Li inh	·	-2%	-2%[38.3 µM]	-18%[38.3 µM]	15%[38.3 µM]	-5%	4%	17%[38.3 µM]
NPSR antagonist	?	15%	-9%[46.1 µM]	26%[46.1 µM]	?	0%	-2%	0%[46.1 µM]

41) C=CCn1c(CSc2nc3ccccc3s2)nnc1SCC(=O)NCc1ccccc1
42) CCCC(C)NC(=O)C1CCN(S(=O)(=O)c2ccccc2)CC1 (stereo not given)
43) CCOc1cc(N2CCOCC2)c(OCC)cc1NC(=O)Cc1ccccc1
44) O=C(CSc1nnc(-c2ccccc2Cl)o1)Nc1ccc2c(c1)OCCO2
45) COc1ccc(CNc2ccc3cn[nH]c3c2)c(OC)c1OC
46) CC(=O)NCc1ccc(S(=O)(=O)NC2CCN(Cc3ccccc3)CC2)cc1
47) O=C(O)Cc1coc2ccc3ccccc3c12
48) CC(C)C1Nc2c(C(=O)O)cccc2C(Nc2ccccc2C(=O)O)C1(C)C (stereo not given)
entry no.	41	42	43	44	45	46	47	48
JMJD2E inh	4%	0%	4%	6%	?	8%	?	?
SMN2 splice enh	-29%	-4%	·	14µM*	-21%	·	5%	3%
Luc counter	-1%	0%	·	-2%	17%	·	1%	0%
RGS12 GoLoco inh	1%	0%	3%	0%	-14%	3%	9%	5%
RECQ1 helicase	-7%	-19%	i	-1%	2%	-2%	-7%	30%
Epigenetic derep	-1.0%	-0.1%	6.6%	0.0%	3.5%	0.0%	-5.5%	-0.2%
IMPase Li inh	4%[38.3 µM]	41%[activator][38.3 µM]	·	0%	1%[38.3 µM]	·	0%	-8%
NPSR antagonist	-16%[46.1 µM]	-2%[46.1 µM]	6%	-7%[46.1 µM]	-5%[46.1 µM]	24%	8%	-31%

49) CCC(CC)NC(=O)c1n[nH]c(=O)c2ccccc12
50) Cc1cc(Cl)ccc1OCCCC(=O)NC1CCN(C)CC1
51) O=S1(=O)NC(=NCc2ccccc2)c2ccccc21
52) O=C(NCc1ccco1)C1CCCN1C(=O)Nc1cccc(Cl)c1 (stereo not given)
entry no.	49	50	51	52
JMJD2E inh	-2%	16%	7%	-2%
SMN2 splice enh	-7%	-2%	12%	-14%
Luc counter	2%	4%	6%	4%
RGS12 GoLoco inh	-7%	-4%	-1%	5%
RECQ1 helicase	-5%	-7%	i	0%
Epigenetic derep	14%	-3.5%	-1.1%	-3.8%
IMPase Li inh	12%[38.3 µM]	23%[38.3 µM]	20%[38.3 µM]	1%
NPSR antagonist	-17%[46.1 µM]	17%[46.1 µM]	-5%[46.1 µM]	38%
